TSHR antag: human thyrotropin receptor antagonism; TSHR-expressing cells, TSH-stimulated cAMP HTRF, 2 h; hits give low values; activity change, negative = inhibition, % at 11.5 µM; 0.2% of 330,000 active;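 active = activity change below a set negative limit, meaning inhibition stronger than a set level, cut at about -70% in these data; inconclusive = activity change between two set negative limits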; also: % is scaled to controls: 0 for no effect and ±100 for the full control effect
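Inhibition of cAMP made by TSHR-expressing cells under TSH stimulation (4nM final, EC80; 2 h, 37 deg C) is quantified with a one-step lysis HTRF kit, anti-cAMP cryptate versus cAMP-d2.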
Integrin act MD: activates integrin-mediated alleviation for muscular dystrophy | alpha7betagal myoblasts, beta-gal FDG fluorescence, 48 h | Potency, µM (titrated, usually from 38.3 µM), without a hit: at the top dose activation, most hits filed as activators | 0.064% of 350,000 active;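 also: potency is read from the fitted curve at half-maximal effect; 100% = response of the positive control SU9516; nearly all actives have a fitted effect of over 60% in size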
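alpha7betagal+/- myoblasts (passage 13, 250/well) treated 48 h at 37C with compounds at 1:260 dilution of DMSO stock. Lysed, then beta-galactosidase activity read as FDG fluorescence (ex 480/em 540) after 30 min, with pre-read for autofluorescence.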
AT treatment: potential ataxia-telangiectasia treatments restoring KAP-1 phosphorylation | […] A-T fibroblasts, KAP-1 phosphorylation AlphaLISA; neocarzinostatin DNA damage 30 min before lysis | Potency, µM (doses to about 57.5 µM), for inactives: top-dose activation, actives largely listed as activators | 0.19% of 320,000 active; also: potency is read from the fitted curve at half-maximal effect; % of control where 0% means no effect; nearly all actives have a fitted effect of over 45% in size
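hTERT-immortalized A-T patient fibroblasts ([…]), 500 cells/well in OPTI-MEM, 1% FBS, got compounds for 60 min, then NCS for 30 min at 37C. Lysates were then assayed for phospho-KAP-1 by AlphaLISA (anti-pKAP1 donor, anti-KAP1 acceptor beads), 6 hr at 25C.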
MLL CXXC-DNA inh: inhibitors of human MLL CXXC domain-DNA interaction. Potency, µM (top dose mostly 115 µM), inactives show at the highest dose activity change, negative = inhibition, most hits filed as inhibitors. MLL-CXXC / FITC-HOXA9 DNA fluorescence polarization. AID 2662. 0.037% of 290,000 active; active = well fitted inhibition curve with a large enough effect in the polarisation, with a control signal flat, not every such curve was filed as active; inconclusive = small, poorly fitted or top-dose-only effect, or effect the other way, or a change in a side signal; inactive = no such curve, though single readings can be large or run the other way; the % refers to the polarisation; also: potency is read from the fitted curve at half-maximal effect
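Fluorescence polarization: 7 uM MLL-CXXC (stock) preincubated 5 min with compounds, then 50 nM fluorescein-HOX-A9 DNA (stock) added; 30 min ambient. Buffer 50 mM Tris-HCl pH 7.5, 50 mM NaCl, 1 mM DTT, 0.05% BSA.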
MBNL1-CUG inh: blocks human MBNL1 binding to CUG repeat RNA. Q9NR56. TR-FRET MBNL1-His/biotin-(CUG)12 binding, 665/545 ratio. Potency, µM (doses to about 57.5 µM), for the others: at the top dose activity change, negative = inhibition, usual class: inhibitors. 0.036% of 280,000 active. AID 2675; active = well fitted inhibition curve with a large enough effect in the signal ratio, with a control signal flat, not every such curve was filed as active; inconclusive = small, poorly fitted or top-dose-only effect, or effect the other way, or a change in a side signal; inactive = no such curve, though single readings can be large or run the other way; the % refers to the signal ratio; also: potency is read from the fitted curve at half-maximal effect; % is scaled to controls: 0 for no effect and ±100 for the full control effect
Target sequence (Q9NR56 whole entry, looked up): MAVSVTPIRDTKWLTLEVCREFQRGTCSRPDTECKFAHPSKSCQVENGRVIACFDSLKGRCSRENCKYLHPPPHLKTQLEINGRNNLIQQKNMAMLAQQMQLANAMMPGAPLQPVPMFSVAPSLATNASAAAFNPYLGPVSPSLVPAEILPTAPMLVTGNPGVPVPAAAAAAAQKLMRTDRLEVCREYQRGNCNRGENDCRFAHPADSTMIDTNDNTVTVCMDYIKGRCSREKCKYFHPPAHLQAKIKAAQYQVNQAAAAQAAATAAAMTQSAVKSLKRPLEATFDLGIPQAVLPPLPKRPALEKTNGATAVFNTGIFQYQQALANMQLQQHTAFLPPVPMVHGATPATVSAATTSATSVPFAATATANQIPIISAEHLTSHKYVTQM
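MBNL1-His + Biotin-(CUG)12, cpd titration 92 nM–58 uM; Tb anti-His Ab 0.055 ng/ul, SA-XL665 5 nM (final); 60 min RT; ratiometric 665/545 nm, Ex 340 nm; normalized to buffer and full-complex controls.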
Mito fusion act: inhibitors of mitochondrial division or activators of mitochondrial fusion. 0.23% of 320,000 active. Potency, µM (highest dose often 46.1 µM), for the others: at the top dose growth rescue (activation), usual class: activators. S. cerevisiae fusion-defective mutant growth rescue, CellTiterGlo 48 h;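 also: potency is read from the fitted curve at half-maximal effect; % of control where 0% means no effect; nearly all actives have a fitted effect of over 45% in size; temperature-sensitive fusion mutants such as fzo1-1 at 37 °C on non-fermentable ethanol glycerol medium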
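Luminescent cell viability in 1536-well qHTS format served as the measure of rescued growth in ts fusion-mutant S. cerevisiae cultured on non-fermentable YPEG for 48 hours at 37C.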
Menin-MLL TR inh: inhibitors of human menin-MLL interaction, mutant MLL peptide; AID 1768; Potency, µM (series often up to 61.6 µM), inactives show at the highest dose FP activity change, negative = inhibition, hits mostly inhibitors; Menin + Texas Red MLL mutant peptide, fluorescence polarization; O00255; 0.23% of 270,000 active; active = well fitted inhibition curve with a large enough effect in the polarisation, with a control signal flat, not every such curve was filed as active; inconclusive = small, poorly fitted or top-dose-only effect, or effect the other way, or a change in a side signal; inactive = no such curve, though single readings can be large or run the other way; the % refers to the polarisation; also: potency is read from the fitted curve at half-maximal effect; % of control where 0% means no effect; many of its hits are not listed in these tables
Target sequence (O00255 whole entry, looked up): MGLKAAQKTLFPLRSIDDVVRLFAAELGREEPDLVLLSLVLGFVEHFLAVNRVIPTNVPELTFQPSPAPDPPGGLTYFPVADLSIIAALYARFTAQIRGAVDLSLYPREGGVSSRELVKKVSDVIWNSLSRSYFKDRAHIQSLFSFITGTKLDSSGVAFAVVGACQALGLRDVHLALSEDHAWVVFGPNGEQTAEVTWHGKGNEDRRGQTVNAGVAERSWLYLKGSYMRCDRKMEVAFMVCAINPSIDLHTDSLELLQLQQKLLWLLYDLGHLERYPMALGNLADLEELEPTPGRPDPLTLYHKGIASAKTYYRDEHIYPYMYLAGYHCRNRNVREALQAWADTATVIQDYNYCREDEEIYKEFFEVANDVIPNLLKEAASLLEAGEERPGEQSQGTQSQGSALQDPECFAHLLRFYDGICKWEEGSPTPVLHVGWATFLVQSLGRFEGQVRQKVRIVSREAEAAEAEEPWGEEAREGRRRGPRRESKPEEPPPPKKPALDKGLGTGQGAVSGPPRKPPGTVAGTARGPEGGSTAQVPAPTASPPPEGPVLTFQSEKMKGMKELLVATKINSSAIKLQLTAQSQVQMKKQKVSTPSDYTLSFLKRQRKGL
TSG101-PTAP inh: blocks PTAP/TSG101 interaction to inhibit HIV-1 budding. Q99816. Fluorescence polarization, FITC-PTAP peptide / Tsg101 binding. Potency, µM (highest dose often 115 µM), for inactives: at the top dose activity change, negative = inhibition, most hits filed as inhibitors. 340,000 tested, under 10 active. AID 493005; active = well fitted inhibition curve with a large enough effect in the main read-out, with a control signal flat, not every such curve was filed as active; inconclusive = small, poorly fitted or top-dose-only effect, or effect the other way, or a change in a side signal; inactive = no such curve, though single readings can be large or run the other way; also: potency is read from the fitted curve at half-maximal effect; % of control where 0% means no effect
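FP read-out: FITC-PTAP peptide, 50 nM final, binding Tsg101 binding domain, 10 uM final; 20 min, r.t.; 10 mM HEPES pH 7.5, 0.15 M NaCl, 0.01% Tween 20, 3 mM EDTA, 0.1 mM TCEP.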
TCR act: activators of T cell receptors; 330,000 tested, under 10 active; Potency, µM (titrated, usually from 9.22 µM), for the others: at the highest dose activation of IL-2 secretion, usual class: activators; AID 504894; primary human leukocytes, anti-CD3, IL-2 HTRF, 48 h; also: % of control where 0% means no effect
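TCR engagement came from a-CD3 beads alone, with compounds added to primary human leukocytes for 48 hr. Secreted IL-2 bridged europium cryptate- and d2-labelled anti-IL-2 antibodies, giving FRET emission at 665nm after 320nm excitation.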
S-ASM inh: inhibitors of human secretory acid sphingomyelinase; P17405; Potency, µM (highest dose often 57.5 µM), inactives show top-dose activity change, negative = inhibition, most hits filed as inhibitors; placental ASM, HMU-PC fluorogenic substrate, 60 min; 0.006% of 340,000 active; AID 504937; also: potency is read from the fitted curve at half-maximal effect
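HMU-PC0 cleavage (9 uM final) by human placental ASM, 60 min at 37 °C following 10 min compound exposure at RT; stopped at pH 10, fluorescence Ex 386/Em 447 nm.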
* hit, by the source's call; ? = inconclusive; nt = not tested or not shown; & = joins results of further samples; [ ] = another dose, or the depositor's remark. Unless noted, calls follow the shape of the dose curve; as a rule, active = well fitted curve in the direction sought with a large enough effect; inconclusive = small, poorly fitted or top-dose-only effect, or another doubt; inactive = no such curve, though single readings can be large; an effect the other way counts as inactive or inconclusive. Only part of the results is shown; the hit share may differ from the screen's.

SMILES	TSHR antag	Integrin act MD	AT treatment	MLL CXXC-DNA inh	MBNL1-CUG inh	Mito fusion act	Menin-MLL TR inh	TSG101-PTAP inh	TCR act	S-ASM inh
COc1cc2c(cc1OC)C(c1cccc(Br)c1)CC(=O)N2 (stereo not drawn)	-3	22%	-7%	2%	-11%	0%	-1%	-3%	-5%	-4%
CC1(C)CC2(CCO1)OC(=O)CC2C(=O)Nc1cccc2ccccc12 (stereo not drawn)	14	-7%	-1%	2%	9%	-4%	0%	-2%	-3%	2%
Cc1cccc(-c2nnc(-c3cccc4ccccc34)o2)c1	nt	-4%	nt	nt	nt	nt	nt	0%	5%	-2%
O=C(Cc1ccc([N+](=O)[O-])cc1)NCc1ccccc1Cl	1	-3%	2%	0%	13%	0%	-10%	-4%	-9%[46.1 µM]	4%
CCOC(CNC(=O)C(=O)Nc1cc2c3c(c1)CC(=O)N3CCC2)OCC	4	-3%	-6%	3%	4%	-6%	-4%	1%	7%	5%
FC(F)(F)c1ccc(N2CCN(Cc3ccc4c(c3)OCO4)CC2)nc1	-2	2%	4%	9%	4%	21%	1%	-2%	2%[46.1 µM]	5%
COc1ccc(C(CNC(=O)c2ccc(-c3ccccc3Cl)o2)N2CCOCC2)cc1 (stereo not drawn)	-7	30%	-7%	nt	nt	22%	nt	-2%	-1%	-7%
O=c1cc(-c2cccc(Br)c2)nc(-c2ccccc2F)o1	-8	31%	3%	-3%	nt	-5%	16%	-4%	2%[46.1 µM]	4%
CNS(=O)(=O)c1ccc(CNC[C@H]2O[C@@H](n3cnc(C(N)=O)n3)[C@H](O)[C@@H]2O)cc1	nt	9%	nt	nt	nt	nt	nt	-6%	-4%	8%
CCN1CCN(c2ccc(S(=O)(=O)N3CCOCC3)cc2NC(=O)COc2ccc(F)cc2Cl)CC1	0	-15%	18%	1%	-3%	-2%	nt	-2%	-5%	2%
Nn1c(SCC(=O)N2CCOCC2)nnc1-c1ccco1	7	6%	1%	?	0%	-1%	2%	-3%	-4%	2%
O=C1OC(/C=C/c2ccccc2)=NC/1=C/c1ccco1	10	0%	2%	6%	nt	-3%	-4%	-4%	4%[46.1 µM]	18%
COC(=O)C[C@H]1c2cc(F)ccc2S(=O)(=O)N1c1ccccc1	nt	8%	nt	nt	nt	nt	nt	?	0%	-2%
C=CCNC(=S)NNC(=O)CCC(O)COCCC(C)C (stereo not drawn)	0	19%	-3%	-5%	-6%	3%	11%	1%	4%	0%
Cc1ccc(NC(=O)CCNC(=O)c2ccc(Cl)cc2)cc1F	8	-4%	-2%	-3%	nt	-3%	-5%	-2%	2%[46.1 µM]	-1%
CCCNC(=O)c1ccccc1NC(=O)C1=CSCCO1	4	-10%	-7%	1%	-1%	2%	nt	-1%	-4%	8%
C/C(=N\NC(=O)c1ccc(N2CCCC2=O)cc1)c1ccccc1	-4	15%	0%	2%	0%	2%	10%	-2%	-3%	-2%
N#CC1=C(S)N(c2ccccc2)C(c2ccc(-c3ccccc3Cl)o2)NC1=O (stereo not drawn)	33	-3%	3%	11%	-4%	-1%	4%	0%	0%[46.1 µM]	-1%
COc1ccc(OC)c(NC(=O)CSc2nc(=O)n(CCN3CCOCC3)c3c2CCCC3)c1	-9	-3%	9%	nt	nt	-1%	nt	-3%	5%	-2%
COc1ccc(C(=O)NCC(=O)N/N=C(\C)c2ccco2)cc1OC	0	25%	-4%	2%	8%	4%	nt	-2%	-3%	-3%
CC1CCC(C(C)C)C(OC(=O)Cn2c(-c3ccccc3)[n+](C)c3ccccc32)C1 (stereo not drawn)	-41&-26	-9%&-61%	3%&2%	-2%&-2%	?	0%&-22%	?	-3%&0%	1%&-6%[46.1 µM]	-1%&-4%
COc1ccc(Cl)cc1N(CC(=O)N/N=C/c1ccc(OC(C)C)cc1)S(=O)(=O)c1ccc(C)c([N+](=O)[O-])c1	0	3%	-5%	?	nt	-1%	10%	-1%	1%[46.1 µM]	-3%
NC(=O)c1ccccc1NC(=O)c1ccccc1F	4	14%	-2%	1%	1%	-2%	-11%	-6%	0%	3%
COc1ccc(-c2cc(C3CC3)nc(SCC(=O)c3cccs3)c2C#N)cc1	-18	29%	3%	1%	13%	-5%	?	-4%	-1%[46.1 µM]	-5%
O=C(O)CSc1ccccn1	2	16%	1%	-5%	20%	-2%	-22%	0%	6%	1%
CN(CC(=O)Nc1ccccc1Cl)C(=O)COC(=O)c1cc([N+](=O)[O-])ccc1N1CCOCC1	1	0%	-5%	nt	nt	3%	nt	-2%	-3%	-1%
O=C(CSc1nnc(COc2ccccc2Cl)o1)Nc1ccccc1	-14	-6%	2%	nt	nt	4%	nt	-5%	3%	-1%
COc1ccc(C2C(C#N)=C(N)Oc3cc(N)ccc32)cc1OC (stereo not drawn)	27	6%	2%	-1%	?	0%	?	-4%	-3%	27%
O=C(c1ccco1)N1CCN(CCCCN2C(=O)c3ccccc3C2=O)CC1	28	23%	-2%	-2%	23%	4%	-20%	-1%	nt	-4%
O=C(CCc1ccccc1)Nc1ccc(NC(=O)c2ccco2)nc1	-2	21%	8%	-3%	6%	0%	3%	2%	6%	1%

3 entries from above, as labelled records:
SMILES: CNS(=O)(=O)c1ccc(CNC[C@H]2O[C@@H](n3cnc(C(N)=O)n3)[C@H](O)[C@@H]2O)cc1
  TSHR antag: nt
  Integrin act MD: 9%
  AT treatment: nt
  MLL CXXC-DNA inh: nt
  MBNL1-CUG inh: nt
  Mito fusion act: nt
  Menin-MLL TR inh: nt
  TSG101-PTAP inh: -6%
  TCR act: -4%
  S-ASM inh: 8%

SMILES: CCN1CCN(c2ccc(S(=O)(=O)N3CCOCC3)cc2NC(=O)COc2ccc(F)cc2Cl)CC1
  TSHR antag: 0
  Integrin act MD: -15%
  AT treatment: 18%
  MLL CXXC-DNA inh: 1%
  MBNL1-CUG inh: -3%
  Mito fusion act: -2%
  Menin-MLL TR inh: nt
  TSG101-PTAP inh: -2%
  TCR act: -5%
  S-ASM inh: 2%

SMILES: Nn1c(SCC(=O)N2CCOCC2)nnc1-c1ccco1
  TSHR antag: 7
  Integrin act MD: 6%
  AT treatment: 1%
  MLL CXXC-DNA inh: ?
  MBNL1-CUG inh: 0%
  Mito fusion act: -1%
  Menin-MLL TR inh: 2%
  TSG101-PTAP inh: -3%
  TCR act: -4%
  S-ASM inh: 2%

Carrying on:
SMILES	TSHR antag	Integrin act MD	AT treatment	MLL CXXC-DNA inh	MBNL1-CUG inh	Mito fusion act	Menin-MLL TR inh	TSG101-PTAP inh	TCR act	S-ASM inh
COc1ccc(S(=O)(=O)Cc2ccc(C(=O)N3CCOCC3)o2)cc1	12	4%	8%	0%	-1%	-2%	-19%	-2%	3%	-1%
O=C(NCCCN1CCOCC1)c1cc(Cl)ccc1OCc1ccccc1	12	13%	7%	-1%	-3%	-2%	nt	nt	-5%	-1%
CCOc1ccc(C(=O)NCC(=O)NCC(c2ccco2)N2CCCCC2)cc1OCC (stereo not drawn)	-1	-1%	2%	nt	nt	3%	nt	-2%	1%	0%
CC1(c2ccc([N+](=O)[O-])cc2)NC(=O)N(CC(=O)Nc2cccnc2Cl)C1=O (stereo not drawn)	-6	12%	3%	nt	nt	-6%	nt	-3%	-105%	2%
O=C(CS(=O)c1ccc(C(F)(F)F)cc1[N+](=O)[O-])Oc1ccc(Cl)cc1 (stereo not drawn)	19	-48%[inhibitor]	nt	14%	?	2%	?	-2%	-8%	-1%
CN(Cc1cccs1)c1nc(-c2cccnc2)nc2ccccc12	8	-30%	20%	4%	-2%	21%	-2%	-4%	1%	-1%
CN(CC(=O)NCc1ccccn1)S(=O)(=O)c1ccc(Br)cc1	-3	15%	6%	4%	-1%	-6%	0%	-1%	-4%	-1%
CCOC(=O)N1CCc2c(sc(NC(=O)c3ccc(S(=O)(=O)N4CCCC4)cc3)c2C#N)C1	1	0%	7%	3%	24%	2%	?	18%	3%[46.1 µM]	-3%
Cc1ccc(S(=O)(=O)NNC(=O)c2snnc2C)cc1	9	-7%	-2%	1%	-2%	-3%	10%	1%	-6%	2%
Nc1nc(-c2cccnc2)nc2sc3c(c12)CCCC3	-3	3%	7%	-9%	2%	-14%	2%	1%	nt	36%[activator]

High-throughput results (PubChem BioAssay)
